# Screening results deposited in PubChem by several laboratories.
# HIF act = HIF pathway transcriptional activation; U2OS HRE-luciferase reporter, luminescence; normalized: DMSO 0%, desferrioxamine 100%; activation, % at 7.5 µM (by protocol); hit rate 0.32% among 300,000;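 active = mean activation of at least 10% of the iron chelator positive control signal, with at least half of replicates also reaching 10%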
# MrgX1 ag = activates human MrgX1 receptor signaling | MrgX1-HEK293 cells, Fluo-4 calcium fluorescence, agonist mode; active compounds read high | B-score at 10 µM | hit rate 0.44% among 310,000;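 active = calcium response B-score plate-corrected fluorescence ratio at least 3 library SD, with starting fluorescence B-score inside 5 SD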
#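 Assay system: MrgX1-expressing HEK293 cells / Amount: fifteen thousand cells per well / Doses: test compound in the initial addition of three / Timing: cells plated overnight, dye loaded 0.5 h 37 °C, 0.5 h room temperature / Technique: kinetic calcium dye fluorescence, Fluo-4 NW / Control set: positive and negative controls per plate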
# AI-2 QS mod = modulates the Vibrio harveyi AI-2 quorum sensing system; AID 2094; hit rate 0.4% among 300,000; activity change, % at 7.5 µM; Vibrio harveyi JMH597 AI-2 luminescence/OD600 ratio, 9 h; active compounds read low; strain lacks LuxN and CqsS sensors; 0 = neutral-control median; in the data active = activity change below about -75%, passing the limit was not always enough;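 note: luminescence divided by OD600 gain over 9 h not by final OD600 alone; inactives centre near 13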
# MrgX1 antagonist = human MrgX1 receptor antagonism, primary screen; Q96LB2; MRGX1-HEK293 calcium flux, Fluo-4, BAM8-22 antagonism; active compounds read low; B-score at 10 µM; hit rate 1.3% among 310,000;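 active = calcium-response B-score plate-corrected more than 3 library SD below zero, starting fluorescence within 5 deviations, no agonist response on first addition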;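 note: peak minus trough fluorescence over baseline after final BAM8-22 challenge near maximal dose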
# TRPC4 PAM = TRPC4 (mouse) allosteric potentiation. Q9QUQ5. HEK293 TRPC4beta/mu-opioid, DAMGO EC20, Fluo-4 Ca2+ flux; active compounds read high. B-score at 10 µM. hit rate 0.42% among 310,000. AID 2227;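 active = B-score of calcium response area above 5 SD of library B-scores, with initial fluorescence ratio within 5 SD of library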;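 note: B-score of integrated fluorescence ratio over time as area under calcium response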
# TRPC6 act = mouse TRPC6 channel activation; Q61143; HEK293-TRPC6 membrane potential dye fluorescence; active compounds read high; B-score at 10 µM; hit rate 0.13% among 310,000;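 active = B-score of the integrated fluorescence ratio above library mean plus 3 SD, and starting fluorescence ratio within library mean plus 5 SD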;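 note: higher score means more depolarization so channel activation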
# Target sequence (Q61143 whole entry, looked up): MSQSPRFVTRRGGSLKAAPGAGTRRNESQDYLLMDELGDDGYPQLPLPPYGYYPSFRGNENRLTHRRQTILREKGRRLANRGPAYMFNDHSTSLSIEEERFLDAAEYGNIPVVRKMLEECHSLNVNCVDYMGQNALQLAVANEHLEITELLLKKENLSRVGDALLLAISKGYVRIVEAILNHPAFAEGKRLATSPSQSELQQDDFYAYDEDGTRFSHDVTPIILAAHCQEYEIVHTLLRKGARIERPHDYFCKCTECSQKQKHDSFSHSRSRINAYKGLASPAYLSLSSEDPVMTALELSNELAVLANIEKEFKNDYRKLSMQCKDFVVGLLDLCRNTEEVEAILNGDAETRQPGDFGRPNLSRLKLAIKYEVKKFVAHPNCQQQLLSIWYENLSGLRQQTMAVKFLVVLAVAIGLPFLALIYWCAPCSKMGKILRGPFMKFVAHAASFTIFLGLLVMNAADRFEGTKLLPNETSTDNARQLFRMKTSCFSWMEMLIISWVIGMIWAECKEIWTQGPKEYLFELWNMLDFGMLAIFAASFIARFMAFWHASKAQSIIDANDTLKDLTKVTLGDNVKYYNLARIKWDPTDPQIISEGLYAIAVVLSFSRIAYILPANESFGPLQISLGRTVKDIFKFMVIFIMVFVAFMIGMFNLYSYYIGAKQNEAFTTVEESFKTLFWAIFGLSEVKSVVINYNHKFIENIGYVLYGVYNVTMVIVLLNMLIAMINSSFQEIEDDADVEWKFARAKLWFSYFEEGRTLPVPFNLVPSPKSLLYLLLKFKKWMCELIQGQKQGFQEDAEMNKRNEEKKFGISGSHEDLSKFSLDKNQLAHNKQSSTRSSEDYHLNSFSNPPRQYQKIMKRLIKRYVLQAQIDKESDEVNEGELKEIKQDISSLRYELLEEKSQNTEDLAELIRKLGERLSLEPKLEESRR
# TRPC4 act = TRPC4 (mouse) channel activation; hit rate 0.49% among 310,000; B-score at 10 µM; Q9QUQ5; HEK293 TRPC4beta/mu-opioid, Fluo4 calcium fluorescence; active compounds read high;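 active = B-score above 5 SD of library B-scores, and initial fluorescence ratio not above library mean plus 5 SD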;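 note: positive B-score marks a calcium rise read as TRPC4 activation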
#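 Assay system – TRPC4beta and mu-opioid receptor HEK293 stable cells · Measured by – Fluo4 fluorescence, kinetic · Schedule – dye loading 45 min room temperature, 110 s kinetic read · Read-out – B-scored integrated calcium fluorescence ratio · Controls – buffer and maximal DAMGO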
# PolyA inhibitor = inhibitors of polyadenylation in S. cerevisiae; S. cerevisiae SKY197-pL101 polyadenylation reporter, beta-gal luminescence; efflux-impaired pdr1/pdr3 knockout yeast; score 100 = 6 SD above DMSO; calls only at 12 µM; hit rate 0.02% among 300,000; AID 1875;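 active = lowest replicate activity score at least 50, where 100 means six control SD above control mean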;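 note: yeast exposed to compound for 9 h at 30 °C; higher score means more reporter readthrough which indicates perturbed polyadenylation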
# TRPC6 inhibitor = blocks the mouse TRPC6 cation channel. Q61143. HEK293-TRPC6, membrane potential dye, ACh-evoked depolarization; active compounds read low. B-score at 10 µM. hit rate 1.1% among 310,000;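 active = B-score under library mean minus 3 SD, initial fluorescence not abnormally high, positive integrated signal ratio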;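 note: B-score derived from integrated fluorescence ratio over the kinetic read; more negative B-score means stronger inhibition of depolarization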
# MrgX1 allo act = allosterically activates human MrgX1 receptor signaling | Q96LB2 | MrgX1-HEK293, Fluo-4 calcium flux, FDSS; active compounds read high | B-score at 10 µM | hit rate 0.63% among 310,000;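 active = plate-corrected calcium response at least 3 library SD above typical, normal starting fluorescence, not activating the receptor alone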;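 note: compound read alongside a low EC10 to EC30 dose of BAM8-22 agonist; peak minus trough fluorescence over baseline measured at the second addition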
# TRPC4 inh = inhibitors of mouse TRPC4 channel. B-score at 10 µM. hit rate 0.39% among 300,000. HEK293 TRPC4beta/mu-opioid, DAMGO-evoked Fluo4 calcium flux; active compounds read low. Q9QUQ5. AID 2247;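 active = B-score over 3 SD under the library average, no early fluorescence shift, positive overall ratio signal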
#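 Signal: kinetic Fluo4 fluorescence imaging of calcium influx. Material: stable TRPC4beta/mu-opioid receptor HEK293 cells. Probe or stimulus: DAMGO in two steps, submaximal then maximal.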
# Numbers without * were called inactive; i = inactive; . = not tested or not shown.
SMILES,HIF act,MrgX1 ag,AI-2 QS mod,MrgX1 antagonist,TRPC4 PAM,TRPC6 act,TRPC4 act,PolyA inhibitor,TRPC6 inhibitor,MrgX1 allo act,TRPC4 inh
N#Cc1ccc(C(=O)Nc2nc3ccccc3[nH]2)cc1,1.3,i,34,i,i,i,i,i,i,i,i
O=C1CCc2ccc(NS(=O)(=O)c3ccc(F)cc3)cc2N1,-0.3,i,16,i,i,i,i,i,i,i,i
Cc1ccc(O)c(C=Nc2cc(C)ccc2O)c1,0.6,i,17,i,i,i,i,i,i,i,i
Cc1ccc(NC(=O)CNCc2ccc(Cl)cc2Cl)cc1S(=O)(=O)N(C)C,0.1,i,1,i,i,i,i,i,i,i,i
COCCNC(=O)C1CC(=O)N(c2ccc(F)c(Cl)c2)C1 (stereo unspecified),-0.1,i,4,i,i,i,i,i,i,i,i
CCOC(=O)C1C(c2cccc(Cl)c2Cl)NC(=O)NC1(O)C(F)(F)F (stereo unspecified),-0.3,i,13,i,i,i,i,i,i,i,i
Cn1c(N)c(S(=O)(=O)N2CCN(c3ccccc3F)CC2)c(=O)n(C)c1=O,0.0,i,19,i,i,i,i,i,i,i,i
C=CCN(CC=C)C(=O)c1ccccc1NC(=O)c1ccccc1C,-0.4,i,12,i,i,i,i,i,i,i,i
Cc1ccn2c(C(=O)NNC(=O)Nc3ccc(Cl)cc3)c(C)nc2c1,.,i,-17,i,i,i,i,.,i,i,i
Cc1nnc(C)n1/N=C/c1ccc(C(C)C)cc1,.,i,28,i,i,i,i,i,i,i,i
O=C(NNS(=O)(=O)c1ccccc1[N+](=O)[O-])c1cccnc1,-0.1,i,9,i,i,i,i,i,i,i,i
CC1Cn2c(nc3sc4c(c3c2=O)CCC4)N1CCO (stereo unspecified),-0.1,i,16,i,i,i,i,i,i,i,i
Cc1nc(NC(=O)Nc2ccc(Cl)cc2)sc1C,2.3,i,1,i,i,i,i,i,i,i,i
CCCCCCSc1cc(-c2nc3ccc(Cl)cn3c2NCCCC)ccc1OC,-1.8,i,4,i,i,i,i,i,i,i,i
O=c1c2[nH]c3ccccc3c2nc2n1CCCS2,1.0,i,41,i,i,i,i,i,i,i,i
Cc1ccc2[nH]c3c(=O)n(N)c(=O)[nH]c3c2c1,0.1,i,43,i,i,i,i,i,i,i,i
COc1cc2c(cc1OC)CN(C(=O)CN1CCN(S(=O)(=O)c3ccccc3Br)CC1)CC2,0.0,i,6,i,i,i,i,i,i,i,i
Cc1ccc(C)c(NC(NC(=O)c2ccccn2)C(Cl)(Cl)Cl)c1 (stereo unspecified),-0.5,i,24,i,i,i,i,i,i,i,i
Cc1cc(C)cc(NC(=S)N2C3CCCC2CC(NC(=O)C2CC2)C3)c1 (stereo unspecified),0.0,i,18,i,i,i,i,i,i,i,i
CC(/C=N/NC(=O)CSc1nc(C)cc(C)n1)=C\c1ccccc1,-0.5,i,10,i,i,i,i,i,i,i,i
COc1ccc(N(CC(=O)NCc2cccnc2)S(=O)(=O)c2ccc(C)c([N+](=O)[O-])c2)cc1,0.1,i,7,i,i,i,i,i,i,i,i
COc1cc(OC)c(OC)cc1CN1CCN(C(=O)CC(C)C)CC1,0.3,i,18,i,i,i,i,i,i,i,i
COc1ccc(NS(=O)(=O)c2ccc3c(c2)Cc2ccccc2-3)cn1,-0.1,i,16,i,i,i,i,i,i,i,i
O=C(O)c1ccc(CSc2nnc(-c3ccncc3)n2-c2ccc(Cl)cc2)cc1,0.3,i,2,i,i,i,i,i,i,i,i
COCCNc1c([N+](=O)[O-])c(=O)n(-c2ccccc2)c2ccccc12,-0.4,i,9,i,i,i,i,i,i,i,i
# (list continues)
SMILES,HIF act,MrgX1 ag,AI-2 QS mod,MrgX1 antagonist,TRPC4 PAM,TRPC6 act,TRPC4 act,PolyA inhibitor,TRPC6 inhibitor,MrgX1 allo act,TRPC4 inh
CCCOc1cccc(C(=O)NC(=S)Nc2ccccc2)c1,1.7,i,6,i,i,i,i,i,i,i,i
COc1cccc(-n2nnnc2SCC(=O)Nc2cccc(C)n2)c1,0.0,i,18,i,i,i,i,i,i,i,i
CN(Cc1ccccc1)C(=O)CN1C(=O)c2ccccc2S1(=O)=O,0.1,i,13,i,i,i,i,i,i,i,i
O=C(Cc1ccc(S(=O)(=O)N2CCCC2)s1)N1CCN(c2ccc(F)cc2)CC1,0.7,i,-1,i,i,i,i,i,i,i,i
O=c1c2ccccc2nc2n1CCCCC2,-1.2,i,17,i,i,i,i,i,i,i,i
CC(=O)Nc1ccc(Nc2c3c4c(cccc4n(C)c2=O)C(=O)c2ccccc2-3)cc1,-0.3,i,30,i,i,i,i,i,i,i,i
CCCC(C)NC(=O)CSc1nc2ccc(C)cc2[nH]1 (stereo unspecified),0.7,i,9,i,i,i,i,i,i,i,i
COc1ccc(/C=N/NC(=O)c2ccc(Cn3cc([N+](=O)[O-])cn3)o2)cc1O,.,i,7,i,i,i,i,i,i,i,i
CC1CCCN(C(=O)COC(=O)c2cc([N+](=O)[O-])ccc2N2CCOCC2)C1 (stereo unspecified),0.1,i,20,i,i,i,i,i,i,i,i
COc1ccc(-c2nc(CS(=O)CC(=O)NCc3cccnc3)c(C)o2)cc1OC (stereo unspecified),0.3,i,11,i,i,i,i,i,i,i,i
Nc1nc(Nc2ccccc2F)nc(NCCO)c1[N+](=O)[O-],-0.5,i,13,i,i,i,i,i,i,i,i
Cc1ccc(-c2nnn(CC(=O)NCCc3ccc4c(c3)OCO4)n2)o1,-0.3,i,14,i,i,i,i,i,i,i,i
COC(=O)C1CN(C(=O)COc2cccc(C)c2C)c2ccccc2O1 (stereo unspecified),-1.1,i,22,i,i,i,i,i,-6*,i,i
COc1cc(Cl)cc(/C=C/c2ccc3ccccc3n2)c1OC(C)=O,3.4,i,31,i,i,i,i,i,i,i,i
Cn1c(=O)c2c(-c3ccccc3)n(Cc3ccccn3)cc2n(C)c1=O,0.4,i,-4,i,i,i,i,i,i,i,i
O=C(COC(=O)Cn1[nH]c(=O)c2ccccc2c1=O)Nc1ccc2c(c1)OCO2,-0.2,i,27,i,i,i,i,i,i,i,i
CC1=Nc2cc(C(=O)NCC3CCCO3)ccc2Sc2ccc(C)cc21 (stereo unspecified),1.3,i,28,i,i,i,i,i,i,i,i
O=c1cc(O)n(Cc2ccc(F)cc2)c(=O)[nH]1,-2.9,i,21,i,i,i,i,i,i,i,i
O=C(N/N=C/c1ccc(OC(=O)c2ccccc2Br)cc1)c1ccccn1,2.0,i,9,i,i,i,i,i,i,i,i
Cc1ccccc1N1CCN(C2CCCN(C(=O)CCn3cnnn3)C2)CC1 (stereo unspecified),0.1,i,8,i,i,i,i,i,i,i,i
Cn1c(CN2CCOCC2)nnc1SCC(=O)Nc1nccs1,0.4,i,22,i,i,i,i,i,i,i,i
Cc1ccc(Cl)cc1NC(=O)c1ccc(CSc2nnnn2C)cc1,0.0,i,-18,i,i,i,i,i,i,i,i
CC(C)(C)n1nc(Cc2cccc3ccccc23)c2c(N)ncnc21,2.7,i,5,i,i,i,i,i,i,i,i
O=C1C=C(NCc2ccccc2)C2(CCCCC2)O1,-0.1,i,9,i,i,i,i,i,i,i,i
CCCc1c(C)nn(C(=O)/C(C#N)=N/Nc2ccccc2[N+](=O)[O-])c1C,0.1,i,42,i,i,i,i,i,i,i,i
# Next compounds.
SMILES,HIF act,MrgX1 ag,AI-2 QS mod,MrgX1 antagonist,TRPC4 PAM,TRPC6 act,TRPC4 act,PolyA inhibitor,TRPC6 inhibitor,MrgX1 allo act,TRPC4 inh
CC1=NN(c2ccccc2)C(=O)C1(C)[N+](=O)[O-] (stereo unspecified),0.1,i,20,i,i,i,i,i,i,i,i
Cc1ccc(O)c(C(=O)c2cnc3onc(-c4ccc(F)cc4)c3c2)c1,0.3,i,-1,i,i,i,i,i,i,i,i
C[C@@H](CN=[N+]=[N-])CN1CC[C@H](C(C)(C)C)CCC1=O,0.7,i,-5,i,i,i,i,i,i,i,i
CC1(C)C=C(c2ccc(C(=O)O)s2)CC(C)(C)N1,-0.3,i,6,i,i,i,i,i,i,i,i
COc1cc(CCC(O)CC(=O)CCc2ccccc2)ccc1O (stereo unspecified),0.1,i,3,i,i,i,i,i,i,i,i
O=c1c2ccccc2ncn1Cc1ccc(Cl)cc1,-0.5,i,5,i,i,i,i,i,i,i,i
O=C(c1ccc(S(=O)(=O)NCc2ccco2)cc1)N1CCN(Cc2ccccc2)CC1,0.9,i,16,i,i,i,i,i,i,i,i
O=C(C1CCCO1)N1CCN(C(=S)Nc2ccc(Br)cc2)CC1 (stereo unspecified),0.2,i,23,i,i,i,i,i,i,i,i
CCc1ccc(C(=O)NCc2cnn(C)c2)s1,0.2,i,26,i,i,i,i,i,i,i,i
CC1=NN(C(=O)c2csc(C)c2)C(O)(C(F)(F)F)C1 (stereo unspecified),0.6,i,8,i,i,i,i,i,i,i,i
Cc1nn(-c2ccccc2)c(Cl)c1C1C(C#N)=C(N)OC2=C1C(=O)CC(C)(C)C2 (stereo unspecified),1.5,i,34,i,i,i,i,i,i,i,i
Cc1cccc(NS(=O)(=O)c2nnc(NC(=O)CC(C)C)s2)c1,0.0,i,21,i,i,i,i,i,i,i,i
Cc1cccc(NC(=O)CSc2nnc(-c3cnccn3)n2Cc2ccco2)c1,-0.3,i,10,i,i,i,i,i,i,i,i
CCOC(=O)C1CCCN(C(=O)CCn2nc(-c3ccccc3)ccc2=O)C1 (stereo unspecified),0.0,i,14,i,i,i,i,i,i,i,i

# Another view of some results above:
SMILES: Cc1cccc(NC(=O)CSc2nnc(-c3cnccn3)n2Cc2ccco2)c1
  HIF act: -0.3
  MrgX1 ag: i
  AI-2 QS mod: 10
  MrgX1 antagonist: i
  TRPC4 PAM: i
  TRPC6 act: i
  TRPC4 act: i
  PolyA inhibitor: i
  TRPC6 inhibitor: i
  MrgX1 allo act: i
  TRPC4 inh: i
SMILES: CC1=NN(C(=O)c2csc(C)c2)C(O)(C(F)(F)F)C1 (stereo unspecified)
  HIF act: 0.6
  MrgX1 ag: i
  AI-2 QS mod: 8
  MrgX1 antagonist: i
  TRPC4 PAM: i
  TRPC6 act: i
  TRPC4 act: i
  PolyA inhibitor: i
  TRPC6 inhibitor: i
  MrgX1 allo act: i
  TRPC4 inh: i

# The list is partial; the hit share may differ from the screen's.
